RORgamma inh: blocks mouse ROR gamma transcriptional activity; Potency, µM (top dose mostly 53.6 µM), without a hit: at the highest dose activity change, negative = inhibition, actives largely listed as inhibitors; P51450; 310,000 compounds, 5.4% hits; Drosophila S2 Gal4-RORgamma UAS-luciferase reporter, 20 h; further: on the % scale 0 is the no-effect control and ±100 the full control effect; nearly all actives have a fitted effect of over 60% in size
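Luminescence from a UAS-regulated Photinus luciferase reporter in stably transfected Drosophila Schneider cells is measured; decreased signal marks ROR gamma inhibition. Fusion expression is induced by 700 uM copper sulfate for 20 hr.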
p53 reactivation: mutant p53 re-activation in reporter cells. AID 504706. 320,000 compounds, 0.063% hits. Potency, µM (highest dose often 92.2 µM), inactives show top-dose activity change, positive = activation, actives largely listed as activators. H1299 p53-A138V BP100-luciferase reporter, luminescence, 24 h; further: % of control where 0% means no effect; nearly all actives have a fitted effect of over 45% in size
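H1299 (p53-null), stable ts p53-A138V + BP100-Luc; 1000 cells/well, Opti-MEM/10% FBS; cpd 4 pt, 1:5; 24 h, 37 deg C, 5% CO2; detection reagent 10 min RT; luminescence.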
uPA surface inh: blocks generation of uPA at the cell surface | cell surface uPA generation assay, qHTS | Potency, µM (series often up to 38.3 µM), for inactives: top-dose activity change, negative = inhibition, hits mostly inhibitors | 330,000 compounds, 0.31% hits; active means well fitted inhibition curve with a large enough effect; inconclusive means small, poorly fitted or top-dose-only effect; inactive means no such curve, though single readings can be large or run the other way; tested in mouse RAW 264.7 cells; further: on the % scale 0 is the no-effect control and ±100 the full control effect; nearly all actives have a fitted effect of over 55% in size
BRCA1 expr act: BRCA1 expression activation; MCF7-BRCA1-FFLuc reporter, luminescence, 48 h; response scale: scaled: vehicle 0%, 10 µM genistein 100%; Potency, µM (series often up to 46.1 µM), for the others: at the highest dose activation, actives largely listed as activators; 380,000 compounds, 1.1% hits; further: nearly all actives have a fitted effect of over 80% in size; some results filed as inactive show a strong effect at the top dose
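MCF7-BRCA1-FFLuc cells, 2000/well in phenol-red-free MEM, attached 2 h then treated 48 h at 37 C. Luciferase luminescence read 15 min after reagent; normalized to genistein maximum activation (10microM) and DMSO, concentration-response fitted.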
FLuc modulator: counter-screen for miR-21 project: firefly luciferase inhibitors or activators; 360,000 compounds, 6.9% hits; P08659; purified FLuc, Km substrates, luminescence inhibition; Potency, µM (top dose mostly 57.5 µM), inactives show at the highest dose activity change, negative = inhibition, actives largely listed as inhibitors;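 further: plate controls were vehicle for no effect and reference inhibitor for full effect; nearly all actives have a fitted effect of over 55% in size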
Target sequence (P08659 whole entry, looked up): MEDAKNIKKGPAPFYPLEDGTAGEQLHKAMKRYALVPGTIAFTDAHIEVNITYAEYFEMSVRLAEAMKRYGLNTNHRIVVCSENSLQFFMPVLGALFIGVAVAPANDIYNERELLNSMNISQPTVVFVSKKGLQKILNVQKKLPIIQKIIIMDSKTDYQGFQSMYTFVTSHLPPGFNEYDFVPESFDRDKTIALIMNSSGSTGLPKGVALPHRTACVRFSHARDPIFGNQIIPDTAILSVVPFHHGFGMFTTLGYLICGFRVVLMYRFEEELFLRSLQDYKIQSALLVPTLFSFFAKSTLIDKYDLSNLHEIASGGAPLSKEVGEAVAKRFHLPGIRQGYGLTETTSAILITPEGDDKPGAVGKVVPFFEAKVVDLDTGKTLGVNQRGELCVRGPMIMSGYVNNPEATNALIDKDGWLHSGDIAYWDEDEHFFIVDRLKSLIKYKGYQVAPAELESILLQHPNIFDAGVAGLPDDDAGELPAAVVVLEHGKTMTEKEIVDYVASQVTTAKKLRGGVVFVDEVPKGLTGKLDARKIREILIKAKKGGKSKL
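Biochemical qHTS of compounds, final roughly 60 µM downward over six points, against 10 nM purified firefly luciferase using Km concentrations of substrates (10 uM D-luciferin, 10 uM ATP) in Tris acetate pH 7.5 buffer; luminescence output.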
MBNL1-CUG inh: MBNL1-poly(CUG) RNA binding inhibition; TR-FRET MBNL1-His/biotin-(CUG)12 binding, 665/545 ratio; Potency, µM (highest dose often 57.5 µM), for the others: top-dose activity change, negative = inhibition, hits mostly inhibitors; 280,000 compounds, 0.036% hits; active means well fitted inhibition curve with a large enough effect in the signal ratio, with a control signal flat, not every such curve was filed as active; inconclusive means small, poorly fitted or top-dose-only effect, or effect the other way, or a change in a side signal; inactive means no such curve, though single readings can be large or run the other way; the % refers to the signal ratio; further: on the % scale 0 is the no-effect control and ±100 the full control effect
Target sequence (Q9NR56 whole entry, looked up): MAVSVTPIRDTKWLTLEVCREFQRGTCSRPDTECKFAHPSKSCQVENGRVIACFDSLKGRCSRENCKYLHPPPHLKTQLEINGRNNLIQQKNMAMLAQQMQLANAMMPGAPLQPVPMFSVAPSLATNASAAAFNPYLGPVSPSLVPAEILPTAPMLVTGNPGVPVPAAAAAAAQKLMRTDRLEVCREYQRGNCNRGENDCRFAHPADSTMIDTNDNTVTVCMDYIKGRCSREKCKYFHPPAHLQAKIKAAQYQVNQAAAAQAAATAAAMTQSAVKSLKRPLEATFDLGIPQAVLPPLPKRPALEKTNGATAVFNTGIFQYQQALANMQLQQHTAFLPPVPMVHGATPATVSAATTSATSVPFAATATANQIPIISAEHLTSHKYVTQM
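Compound titration spanned 92 nM–58 uM against the MBNL1-His/biotin-(CUG)12 complex. After 60 min at room temperature with 5 nM streptavidin-XL665 and 0.055 ng/ul terbium anti-His, ratiometric 665/545 nm emission (Ex 340 nm) normalized to controls.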
NPC1 promoter act: activators of NPC1 promoter; 320,000 compounds, 2.4% hits; Potency, µM (top dose mostly 9.22 µM), without a hit: at the highest dose activation, hits mostly activators; AID 485313; Huh7 NPC1 promoter luciferase reporter, 24 h;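 further: % of control where 0% means no effect; nearly all actives have a fitted effect of over 60% in size; reporter is driven by a mutant NPC1 promoter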
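Huh7 reporter cells (NPC1 promoter driving luciferase) are dosed with compound for 24 h at 37 °C, 5% CO2; luciferase detection reagent is then added and luminescence measured after 10 min at ambient temperature.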
ELG1 genotoxic: induces genotoxicity in HEK293T cells with luciferase-tagged ELG1 | HEK293T ELG1-luciferase reporter, luminescence, 16 h | Potency, µM (highest dose often 46 µM), for the others: at the top dose activity change, positive = activation, actives largely listed as activators | 330,000 compounds, 1.3% hits; further: % of control where 0% means no effect; nearly all actives have a fitted effect of over 60% in size
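Step 1: seed 2,000 HEK293T ELG1-luciferase cells per well. Step 2: add compound or DMSO, incubate 16 hr at 37 °C. Step 3: ONE-Glo, 30 min at room temperature, read luminescence.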
VP16 counter: inhibits Gal4-VP16 luciferase reporter, ROR gamma counter-screen | AID 2546 | Potency, µM (series often up to 53.6 µM), without a hit: at the highest dose activity, negative = inhibition, usual class: inhibitors | Drosophila S2 Gal4-VP16 UAS-luciferase, luminescence, 20 h | 310,000 compounds, 3.5% hits;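 further: Gal4-VP16 expression switched on by copper sulfate through the metallothionein promoter; on the % scale 0 is the no-effect control and ±100 the full control effect; nearly all actives have a fitted effect of over 50% in size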
Rab9 prom act: activators of Rab9 promoter. Huh7 Rab9 promoter-luciferase reporter, luminescence, 24 h. Potency, µM (highest dose often 9.22 µM), for inactives: at the highest dose activation, negative = inhibition, usual class: activators. 320,000 compounds, 2.8% hits. AID 485297; further: % of control where 0% means no effect; nearly all actives have a fitted effect of over 60% in size
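Steps: seed 1500 Huh7 Rab9-luc cells per well, rest 2 h at 37 °C; add compound in DMSO; incubate 24 h; add luciferase reagent, 10 min ambient; read luminescence.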
* hit, by the source's call; ? = inconclusive; / = not tested or not shown; & = joins results of further samples; [ ] = remark or other dose. Unless noted, the call rests on the fitted dose curve; in most records, active means well fitted curve in the direction sought with a large enough effect; inconclusive means small, poorly fitted or top-dose-only effect, or another doubt; inactive means no such curve, though single readings can be large; an effect the other way counts as inactive or inconclusive. Potency means the concentration at half of the fitted maximal effect.

SMILES	RORgamma inh	p53 reactivation	uPA surface inh	BRCA1 expr act	FLuc modulator	MBNL1-CUG inh	NPC1 promoter act	ELG1 genotoxic	VP16 counter	Rab9 prom act
CC(=O)NC1C(OC(=O)/C=C/c2ccccc2)OC(COC(C)=O)C(OC(C)=O)C1OC(C)=O (stereo unspecified)	-19%	19%	-21%	-3%	-1%	2%	2%	0%	-11%	-2%
COc1ccc(N2CCN(C(CNC(=O)C(=O)NCCCn3ccnc3)c3cccnc3)CC2)cc1 (stereo unspecified)	12%	-4%	3%	-9%	-2%	7%	4%	2%	-11%	-3%
O=C(NN1CCOCC1)NC12CC3CC(CC(C3)C1)C2	13%	-4%	0%	-2%	0%	4%	-4%	0%	2%	-6%
COc1ccc(OC)c(NC(=O)C2CCCN2C(=O)NC2CCCCC2)c1 (stereo unspecified)	28%	0%	10%	-2%	0%	-3%	-2%	2%	7%	-7%
COc1ccccc1N1C(=O)c2ccc(C(=O)Nc3ccc(F)cc3)cc2C1=O	-40%	0%	14%	-15%	?	?	-2%	-2%	16µM*	-3%
Cc1cccc(C)c1NC(=O)COC(=O)CSc1nnc(N)s1	-7%	-7%	-3%	-5%	1%	-8%	-1%	1%	0%	2%
O=c1[nH]c(C(Cl)(Cl)Cl)nc2ccc3ccccc3c12	?	3%	-1%	-39%	-19%	2%	1%	-5%	1%	0%
CCCCN(C)CCCNC(=O)c1cc(-c2cccnc2)nc2ccccc12	0%	-2%	-4%	2%	1%&-2%	6%	-3%	0%	-2%	-2%
NNC(=O)CNC(c1ccccc1)c1cc(Cl)ccc1NC(=O)c1ccccc1 (stereo unspecified)	-11%	-29%	-4%	-19%	-1%	0%	-6%	-4%	-7%	3%
Cc1ccc(OCC(=O)c2c[nH]c3ccccc23)c([N+](=O)[O-])n1	11%	?	0%	-67%	?	?	12%	2%	22%	21%
CCn1c(CSc2nnc(-c3ccncc3)n2CCOC)nc2cc(C(=O)O)ccc21	33%	3%	5%	-6%	4%	5%	1%	-1%	-3%	2%
O=C(CCC(=O)c1cccs1)NNC(=O)c1cccc(Cl)c1	/	1%	4%	14%	-3%	/	0%	1%	/	8%
CCCCc1ccc(NC(=O)CN(C)CC(=O)Nc2ccccc2Cl)cc1	0%	1%	-2%	-93%[inhibitor]	-4%	-3%	-1%	-7%	0%	-3%
COc1cc(/C=N/NC(=O)CCc2n[nH]c(=O)[nH]c2=O)ccc1O	-30%	-5%	-3%	19%	-13%	11%	-1%	0%	-11%	0%
O/N=C(\c1ccccc1)c1nccc2ccccc12	-19%	0%	9%	8%	-1%	3%	-6%	0%[9.26 µM]	-7%	4%
CC(=O)C1=C(C)NC(=O)NC1c1ccc(Cl)cc1 (stereo unspecified)	2%	-4%	-4%	-1%	-1%	0%	-3%	-1%	-15%	-1%
O=c1oc2ccccc2c(O)c1CN1CCCCC1	5%	26%	5%	6%[1.84 µM]	3%	9%	1%	-8%	-7%	-11%
N#C/C(=C\c1cn(-c2ccccc2)nc1-c1ccccc1)S(=O)(=O)c1ccccc1	-5%[10 µM]	0%	12%	-4%	-7%	/	7%	9%	1%	24%
COCCn1c(=S)[nH]c2ccccc21	?	-4%	2%	1%	-3%	-24%	-7%	4%	-19%	-35%[inhibitor]
Cc1ccccc1CSc1nnc(C)c(=O)[nH]1	?	3%	3%	-51%	?	-8%	-2%	2%	-8%	-4%
COc1ccc(OC)c(CN2CCN(C(=O)[C@@H](NC(=O)c3cccc(C)c3)C(C)C)CC2)c1	/	1%	2%	-25%	-2%	/	-2%	-7%	/	-2%
Cc1ccc(-c2csc(N3CCC[C@@H]3C(=O)NCCn3c(-c4ccncc4)nc4ccccc43)n2)cc1	-34%	5%	-15%	-50%	-13%	-8%	-1%	-9%	?	2%
CSc1nsc(SCC(=O)N2CCN(c3ccccc3)CC2)n1	32%	14%	-4%	-53%	2%	-2%	1%	-7%	-7%	-1%
CCOC(=O)C1=C(O)/C(=C/c2ccc(-c3ccccc3C(=O)O)o2)SC1=Nc1ccc(C)cc1	-11%	-13%	?	-7%	2%	?	11%	-6%	-20%	6%
Cc1ccc(NC(=O)Cc2nnc(SCC(=O)c3ccc(Br)cc3)n2C)cc1	6%	2%	/	-9%	?	3%	-1%	4%	0%	1%

Next records follow.
SMILES	RORgamma inh	p53 reactivation	uPA surface inh	BRCA1 expr act	FLuc modulator	MBNL1-CUG inh	NPC1 promoter act	ELG1 genotoxic	VP16 counter	Rab9 prom act
CCOc1ccc(S(=O)(=O)N2CCN(C(=O)c3cc([N+](=O)[O-])ccc3N3CCOCC3)CC2)cc1	/	10%	5%	-13%	2%	/	-1%	0%	/	-1%
C=CCC[C@H](Cc1ccc(F)cc1)C(=O)OC[C@H](C)NC(=O)[C@H](CC=C)CC(=O)NCCO	/	-3%	7%	0%	/	/	/	0%	/	/
Cc1ccc(N2C(=N)SCC2=O)cc1Cl	15%	-8%	-4%	-16%	2%	3%	-3%	-3%	-5%	2%
NS(=O)(=O)c1ccc(CCNC(=O)c2cnc(Cl)c(Cl)c2)cc1	1%	-3%	-2%	0%	2%	2%	-4%	4%	7%	2%
CSc1ccccc1NC(=O)CCc1ccccc1	13%	9%	5%	32%	0%	-1%	1%	1%	-10%	3%
CN(CC(=O)NC1CC(C)(C)NC(C)(C)C1)S(=O)(=O)c1ccc(Br)cc1	-1%	3%	3%	2%	5%	-5%	3%	-5%	1%	5%
COc1ccc(-c2csc(C)n2)cc1Br	29%	9%	-2%	41%	15µM*	-4%	14%	?	0%	25%
O=C(NC1CCCC1)c1cccnc1N1CCCCCC1	-17%	-6%	-2%	-1%	-2%	-6%	0%	2%	0%	-3%
O=C(CC12CC3CC(CC(Br)(C3)C1)C2)OCCN1CCCCC1	7%	5%	2%	26%	-1%	/	6%	-1%	1%	20%
Cn1c2c(c(=O)n(C)c1=O)NC1(N2)C(=O)Nc2ccccc21 (stereo unspecified)	21%	-2%	-4%	-47%	-9%	?	2%	2%	0%	13%
COc1cc2c(cc1OC)CN(C(=O)CN1CCN(S(=O)(=O)c3ccccc3)CC1)CC2	-4%	-1%	-2%	3%	1%	-1%	-3%	-4%	0%	-10%
CCCCCCSc1ccc([C@H]2N[C@@](Cc3ccccc3)(C(=O)OC)[C@H]3C(=O)N(C)C(=O)[C@@H]23)cc1OC	/	15%	?	44%	-16%	/	1%	?	/	2%
Cc1ccc(C)c(N2CCN(C(=O)C3CCCN(S(=O)(=O)c4c(C)noc4C)C3)CC2)c1 (stereo unspecified)	?	-1%	?	-35%	3%	-4%	-4%	-2%	-23%	-9%
Cc1c(N=C2Nc3cccc4cccc2c34)c(=O)n(-c2ccccc2)n1C	17%	-11%	-1%&-3%	-51%&-26%	-14%	1%	21%	-5%	8%	2%
COc1ccc(C(=O)NCC(c2cccs2)N2CCc3ccccc32)c(OC)c1 (stereo unspecified)	/	2%	?	-38%	-2%	/	-4%	-14%	/	-12%
OCCSc1nc(N2CCOCC2)nc(N2CCOCC2)n1	3%	3%	-10%	-53%	0%	-5%	-2%	4%	1%	-2%
Cc1ccc(NC(=O)CN2C(=O)N/C(=C/c3ccco3)C2=O)cc1	2%	5%	7%	-20%	-20%	11%	0%	-1%	-3%	3%
O=C(C[n+]1ccn(-c2ccccc2)c1)c1ccc([N+](=O)[O-])cc1	/	/	-26%	-43%	-1%	?	0%	-4%	/	27%
O=Cc1c(Cl)nc2ccccn2c1=O	-4%	-12%	-9%	-33%	-3%	?	4%	-1%	-6%	-2%
COc1cnc(-c2ccccc2)nc1Sc1ccccc1	?	3%	2%	0%	-13%	-10%	-6%	-3%	0%	-2%
CCc1cc2c(=O)n(N)c(CCC(=O)O)nc2s1	3%	4%	-3%	-9%	-1%	-3%	-1%	2%	0%	0%
COc1ccc(CC(=O)NNC(=O)CN(C)S(=O)(=O)c2ccc(Cl)cc2)cc1OC	/	6%	20%	-8%	-1%	/	-6%	-1%	/	-1%
O=C(Cn1ncc2c([nH]c3ccccc32)c1=O)N1CCCCC1	12%	0%	-2%	-1%	-3%	-4%	0%	3%[9.26 µM]	0%	13%
O=C(Nc1cc([N+](=O)[O-])ccc1N1CCCC1)c1cccs1	6%	1%	1%	-14%	-1%	?	-3%	-8%	-4%	0%
CN(CC(=O)Nc1cccc(F)c1)C(=O)c1cc(S(=O)(=O)N(C)C)ccc1N1CCCC1	22%	27%	4%	-11%	1%	1%	-3%	-4%	1%	-1%
CCOc1ccc(S(=O)(=O)N2CCC(C(=O)NCc3cccnc3)CC2)cc1C	-9%	-5%	3%	-9%	-2%	-5%	-3%	2%	-5%	1%
c1ccc2c(N3CCCCC3)nc(N3CCCC3)nc2c1	-19%	-17%	-6%	-49%	-3%	-1%	-2%	-16%	7%	-10%
Cc1cc(C(=O)N2CCC(C(F)(F)F)n3nccc32)on1 (stereo unspecified)	10%	-3%	4%	7%	1%	-10%	1%	-1%	-3%	0%

Screening results: PubChem, National Center for Advancing Translational Sciences (NCATS)
